# Compound activity deposited in PubChem by National Center for Advancing Translational Sciences (NCATS).
# HADH2 inh – inhibitors of human HADH2 dehydrogenase; recombinant HADH2, NADH fluorescence, beta-hydroxybutyryl-CoA; AID 886; Q99714; actives 3.4% (n = 73,000); Potency, µM (highest dose often 57.1 µM), for inactives: at the highest dose activity change, negative = inhibition, actives largely listed as inhibitors; further: potency means the concentration at half of the fitted maximal effect; on the % scale 0 is the no-effect control and ±100 the full control effect; nearly all actives have a fitted effect of over 60% in size; many of its hits are not listed in these tables
#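 Activity measured as NADH fluorescence gain (360/450 nm), taken as the change between first and last reads of a 4-min kinetic run. Conditions: pH 9.0 Tris buffer, 20 nM E. coli-expressed His-tagged enzyme, 1 mM NAD+, 90 uM beta-hydroxybutyryl-CoA; 15-min compound preincubation.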
# Texas Red fluor – compound fluoresces in the Texas Red spectral region; actives 0.06% (n = 59,000); max dye-equivalent concentration, M; AID 587; Compound fluorescence, Texas Red channel, 547/618 nm; hits give high values; in the data active means max dye-equivalent concentration above about 10 nM; inconclusive means between about 1.1 nM and that limit
#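 qHTS profiling of intrinsic compound fluorescence; 100 mM Tris pH 8.0; 15 min RT; ex 547 / em 618 nm; response expressed as Texas Red dye-equivalent concentration from six-point plate standard.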
# Caspase-1 inhib – allosteric or competitive inhibitors of human caspase-1; P29466; Caspase-1 enzyme, Ac-WEHD-AFC fluorogenic rate; Potency, µM (doses to about 57.5 µM), inactives show top-dose activity change, negative = inhibition, usual class: inhibitors; actives 0.03% (n = 75,000); AID 900;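 further: potency means the concentration at half of the fitted maximal effect; plate controls were vehicle for no effect and no substrate for full effect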
# Target sequence (P29466 120-297 limits assumed): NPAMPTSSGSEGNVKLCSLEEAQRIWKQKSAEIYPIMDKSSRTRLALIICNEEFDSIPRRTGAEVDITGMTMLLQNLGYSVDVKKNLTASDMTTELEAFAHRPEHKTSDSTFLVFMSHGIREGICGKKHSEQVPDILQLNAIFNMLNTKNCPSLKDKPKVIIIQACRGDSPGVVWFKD
# Target sequence (P29466 317-404 limits assumed): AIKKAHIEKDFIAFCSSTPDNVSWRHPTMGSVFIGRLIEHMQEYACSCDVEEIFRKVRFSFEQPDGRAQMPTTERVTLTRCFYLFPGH
# FLuc inh – firefly luciferase inhibition; purified firefly luciferase, luminescence, 8 min; Potency, µM (series often up to 57.1 µM), inactives show at the highest dose activity change, negative = inhibition, most hits filed as inhibitors; actives 2.2% (n = 72,000); further: potency means the concentration at half of the fitted maximal effect; on the % scale 0 is the no-effect control and ±100 the full control effect; nearly all actives have a fitted effect of over 40% in size
#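 Here, luciferase activity is measured as luminescence following an 8 min room-temperature reaction at 10 uM ATP, pH 7.2. Every library sample is titrated.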
# ERK AVP block – blocks ERK signaling stimulated by vasopressin; Potency, µM (series often up to 57.5 µM), for inactives: top-dose activity, negative = inhibition, hits mostly inhibitors; AID 995; HEK293-V1b, vasopressin-stimulated pERK AlphaScreen; actives 0.99% (n = 72,000); further: potency means the concentration at half of the fitted maximal effect; on the % scale 0 is the no-effect control and ±100 the full control effect; nearly all actives have a fitted effect of over 55% in size
#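 HEK293 cells stably expressing V1b receptor, preincubated 30 min at 37 °C with compound, then stimulated 5 min with 25 nM vasopressin. Phospho-ERK by AlphaScreen SureFire after 5 h RT; normalized to DMSO and vasopressin; AC50 by Hill fit.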
# Rhodamine autofl – compound fluoresces in the rhodamine spectral region. Rhodamine-region fluorescence, 547/598 nm, Tris buffer; hits give high values. max dye-equivalent concentration, M. actives 0.05% (n = 59,000); in the data active means max dye-equivalent concentration above about 11 nM; inconclusive means between about 1.1 nM and that limit
#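 Intensities are converted to rhodamine-equivalent concentration using a six-point rhodamine standard on each plate. Compounds sit 15 min at room temperature in 100 mM Tris buffer, pH 8.0; read uses the 547/598 nm excitation/emission pair.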
# HEK293 cAMP cs – counter-screen for TSHR agonists: cAMP increase in parental HEK293 | Potency, µM (highest dose often 57.1 µM), without a hit: at the top dose activation, hits mostly activators | parental HEK293 CNG cAMP sensor, membrane potential fluorescence | AID 938 | actives 2.5% (n = 73,000); further: potency means the concentration at half of the fitted maximal effect; % of control where 0% means no effect; nearly all actives have a fitted effect of over 55% in size
#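 Counterscreen for endogenous-receptor signalling: CNG-channel HEK 293 cells report cAMP rise by membrane depolarization. After 60 min dye equilibration with 100 uM RO 20-1724, compounds incubated 30 min before bottom-read fluorescence at 590 nm.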
# Caspase-7 inhib – caspase-7 (human) inhibition, allosteric or competitive; P55210; recombinant caspase-7, Ac-DEVD-AFC fluorescence rate; Potency, µM (top dose mostly 57.5 µM), for the others: at the top dose activity change, negative = inhibition, most hits filed as inhibitors; actives 0.02% (n = 75,000); AID 889; active means well fitted inhibition curve with a large enough effect in the main read-out, with a control signal flat, not every such curve was filed as active; inconclusive means small, poorly fitted or top-dose-only effect, or a change in a side signal; further: potency means the concentration at half of the fitted maximal effect; % of control where 0% means no effect
# Fluorescein autfl – compound fluoresces in the fluorescein spectral region | Compound autofluorescence, 480/540 nm, fluorescein-equivalent; hits give high values | AID 593 | max fluorescein-equivalent concentration, M | actives 0.91% (n = 59,000); in the data active means max fluorescein-equivalent concentration above about 10 nM; inconclusive means between about 1.1 nM and that limit
#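 Read-out is intrinsic compound fluorescence at 480/540 nm (excitation/emission), expressed as dye-equivalent concentration using a fluorescein standard series run on every plate. Compounds sat 15 min at room temperature in 100 mM Tris, pH 8.0.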
# Tau filament bind – binds recombinant human tau filaments | P10636 | recombinant tau filaments, thioflavin S fluorescence, 15 h; filaments grown with octadecylsulfate alongside compound | Potency, µM (doses to about 57.1 µM), inactives show top-dose activity change, negative = inhibition | actives 2% (n = 71,000);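 further: potency means the concentration at half of the fitted maximal effect; on the % scale 0 is the no-effect control and ±100 the full control effect; actives lower thioflavin S fluorescence by blocking filaments or displacing dye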
#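 His-tagged recombinant human tau (exons 2, 3 and 10 included), 1 uM, was induced to fibrillize by 30 uM sodium octadecylsulfate with compound present. After 15 h at 37 C, thioflavine S fluorescence (ex 450, em 510 nm) was read.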
# USP2a inh – blocks human ubiquitin-specific protease USP2a | USP2a enzymatic assay, qHTS inhibition | Potency, µM (top dose mostly 38.3 µM), inactives show top-dose activity change, negative = inhibition, actives largely listed as inhibitors | actives 0.1% (n = 60,000);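 further: potency means the concentration at half of the fitted maximal effect; nearly all actives have a fitted effect of over 60% in size; plate controls were DMSO for no effect and NEM full inhibition control for full effect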
# Target sequence (O75604 whole entry, looked up): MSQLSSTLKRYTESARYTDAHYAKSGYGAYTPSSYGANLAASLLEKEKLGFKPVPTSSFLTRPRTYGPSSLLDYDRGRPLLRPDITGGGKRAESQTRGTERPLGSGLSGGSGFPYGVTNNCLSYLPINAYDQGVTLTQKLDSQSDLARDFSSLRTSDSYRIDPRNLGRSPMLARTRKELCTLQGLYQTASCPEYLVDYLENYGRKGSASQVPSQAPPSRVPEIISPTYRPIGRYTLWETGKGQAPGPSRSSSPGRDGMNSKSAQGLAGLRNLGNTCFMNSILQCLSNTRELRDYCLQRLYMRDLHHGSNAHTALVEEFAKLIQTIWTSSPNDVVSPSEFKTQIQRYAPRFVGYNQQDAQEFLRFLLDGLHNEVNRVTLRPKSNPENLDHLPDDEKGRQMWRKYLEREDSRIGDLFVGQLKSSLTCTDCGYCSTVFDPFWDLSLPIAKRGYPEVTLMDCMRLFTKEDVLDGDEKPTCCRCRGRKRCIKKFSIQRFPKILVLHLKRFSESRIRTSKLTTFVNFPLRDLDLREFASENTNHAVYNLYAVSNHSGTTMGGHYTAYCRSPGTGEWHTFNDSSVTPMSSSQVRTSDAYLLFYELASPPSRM
#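 Inhibition is measured in a cell-free coupled assay with 20 nM USP2 core, 20 nM Ub-PLA2 and 20 uM NBD C6-HPC, 2.5 h incubation. Activity normalized to NEM control.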
# * = called active by the depositor; i = inactive; ? = inconclusive; nt = not tested or not shown; [ ] = dose if it differs, or a comment. Unless noted, the call rests on the fitted dose curve; in most records, active means well fitted curve in the direction sought with a large enough effect; inconclusive means small, poorly fitted or top-dose-only effect, or another doubt; inactive means no such curve, though single readings can be large; an effect the other way counts as inactive or inconclusive.
SMILES,HADH2 inh,Texas Red fluor,Caspase-1 inhib,FLuc inh,ERK AVP block,Rhodamine autofl,HEK293 cAMP cs,Caspase-7 inhib,Fluorescein autfl,Tau filament bind,USP2a inh
O=C(NCc1cccs1)c1cc(-c2ccccc2)on1,9%,i,0%,1%,-2%,i,0%,-2%,i,9%,5%
CCC/C=C(\CCC)C(NP(=O)(c1ccccc1)c1ccccc1)c1ccc(-c2ccccc2)cc1 (configuration not stated),-12%,nt,-1%,nt,16%,nt,28%,2%,nt,18%,nt
COC(=O)c1ccccc1NC1OC(=O)c2ccccc21 (configuration not stated),?,i,2%,-1%,1%,i,3%,0%,i,0%,-1%
Fc1ccc(C2CC(c3ccco3)n3ncnc3N2)cc1 (configuration not stated),4%,nt,0%,1%,2%,nt,4%,-1%,nt,-3%,nt
O=C(O)c1cncc(C(=O)O)c1,4%[11.4 µM],i,0%[11.5 µM],2%[11.4 µM],-7%[11.5 µM],i,14%[11.4 µM],-1%[11.5 µM],?,2%[11.4 µM],nt
COC(=O)[C@H]1C[C@@H]1[C@H](NC(=O)Oc1ccc(F)cc1)c1ccccc1,3%,nt,0%,nt,-2%,nt,?,0%,nt,-3%,nt
CCN(CC)CCCN1C(=O)C(=O)/C(=C(/O)c2cnn(-c3ccccc3)c2C)C1c1ccncc1 (configuration not stated),-9%,i,-1%,-1%,-4%,i,-3%,0%,i,-2%,0%
O=C(O)C1CC(=O)N(CCOc2ccccc2)C1 (configuration not stated),2%,nt,0%,1%,1%,nt,-4%,1%,nt,-8%,-4%
COC(=O)CN(c1ccc(C(C)C)cc1)S(=O)(=O)c1c(C)[nH]c(=O)[nH]c1=O,4%,nt,-4%,2%,-9%,nt,-5%,-1%,nt,-7%,nt
CCCn1c(SCC(=O)Nc2nnc(C(C)C)s2)nc2c1c(=O)n(C)c(=O)n2C,4%,i,1%,4%,-4%,i,23%,0%,i,3%,15%
CC1(C)C2CCC1(CS(=O)(=O)NCc1ccc(C(=O)O)cc1)C(=O)C2 (configuration not stated),-1%,i,3%,0%,25%,i,-4%,-1%,?,-3%,-2%
CCN(CC)CCCN1C(=O)C(O)=C(C(=O)c2ccc(C)o2)C1c1ccco1 (configuration not stated),-4%,i,-4%,-2%,12%,i,?,-3%,i,-10%,-5%
O=C(NCc1ccc2c(c1)OCO2)c1cc2ncc(Br)cn2n1,-10%,i,-1%,0%,52%[activator],i,19%,-1%,i,-17%,-3%
CCOC(=O)c1[nH]c(C)c(CN(CCc2ccccc2)C(=O)CCC(=O)O)c1C,5%,i,0%,1%,-27%,i,4%,-1%,i,1%,9%
Cc1nc(N2CCOCC2)c2nc(-c3ccccc3)n(CCN(C)C)c2n1,-26%,nt,-1%,nt,-14%,nt,20%,1%,nt,-2%,nt
COc1ccc(Nc2nc(N3CCCC3)nc3ccccc23)c(OC)c1,-5%,i,-2%,-2%,-10%,i,?,0%,i,439%,11%
CCN(CC)C(=O)C1CCCN(Cc2ccccc2C(F)(F)F)C1 (configuration not stated),-1%[11.4 µM],nt,-3%,3%,8%,nt,29%[11.4 µM],-1%,nt,-11%[11.4 µM],3%[7.66 µM]
Cc1cccc(C(=O)Nc2ccc(O)cc2)c1,6%,i,0%,-7%,-18%,i,4%,-1%,i,-8%,-1%
Cc1nc2cc(-c3cccc(Cl)c3)nn2c(N2CCN(C(=O)c3ccco3)CC2)c1C,-4%,?,-1%,-17%,6%,i,10%,0%,i,5%,1%
Nc1ccc(S(=O)(=O)Nc2ccnn2-c2ccccc2)cc1,-10%[25.6 µM],?,2%,-3%[25.5 µM],1%,i,?,0%,?,-4%[25.6 µM],-1%
CCN(CC)S(=O)(=O)c1ccc(C(=O)NCC(c2cccs2)N2CCOCC2)cc1 (configuration not stated),7%,i,0%,2%,9%,i,-2%,1%,i,-5%,4%
Fc1ccc(-c2nnc(-c3ccc(Cl)cc3Cl)o2)cc1,7%,nt,-4%,1.3µM*,nt,nt,14%,2%,nt,132%,nt
CCc1c(C)nc(SCCOc2ccc(OC)cc2)[nH]c1=O,-2%,nt,-2%,2%,nt,nt,23%,0%,nt,-9%,nt
CN1CCN(c2ccc(NC(=O)c3ccc4c(c3)OCO4)cc2)CC1,-13%,i,-3%,25µM*,-2%,i,-6%,0%,i,-28%,13%
Cn1c(=O)c2c(nc(NCCO)n2C)n(C)c1=O,-4%,?,1%,1%,0%,i,-10%,0%,?,-11%,0%
Cc1oc(-c2ccccc2F)nc1CS(=O)(=O)CC(=O)N1CCN(Cc2ccccc2)CC1,-5%,nt,1%,1%,?,nt,20%,-2%,nt,-5%,nt
COc1ccc(-c2nnc(SCc3cccc(C#N)c3)o2)cc1,-2%,i,-2%,-1%,5%,i,16%,-2%,?,29%,6%
Cc1noc(C)c1-c1ccc2ncnc(NCc3ccccc3)c2c1,-2%,i,0%,4%[2.29 µM],?,i,15%,-1%,i,0%,16%
CN1CCN(c2nc(-c3ccc(N(C)C)cc3)nc3ccccc23)CC1,3%,i,-3%,-2%[2.29 µM],17%,i,-89%[inhibitor],-6%,i,13µM*,21%
COc1ccc(OC)c(S(=O)(=O)n2nc(-c3ccccc3)cc2N)c1,6%,nt,-5%,1%,nt,nt,1%,-3%,nt,21%,nt
O=C(O)CCCCCNC(=O)CCn1nnc2ccccc2c1=O,-1%,?,4%,0%,-2%,i,2%,1%,i,-12%,-3%
CCOC(=O)c1ccccc1NC(=O)c1ccc2c(=O)n3c(nc2c1)CCCCC3,7%,nt,-6%,-12%,26%,nt,15%,-2%,nt,121%,nt
CCC(C)C(NC(=O)c1ccccc1NC(=O)c1ccco1)C(=O)NC1CCCCC1 (configuration not stated),4%,nt,-3%,0%,-16%,nt,?,-1%,nt,i,24%
COCCn1c(=S)[nH]c2cc(C(=O)NCC3CCCO3)ccc2c1=O (configuration not stated),2%,i,-1%,-4%,-27%,i,8%,-1%,i,6%,5%
COCCNC(=O)c1cn(C)c2ccc(S(=O)(=O)N(C)C3CCCCC3)cc2c1=O,0%,nt,1%,0%,-17%,nt,1%,-2%,nt,10%,nt
O=C(Nc1cccc(Oc2c(F)c(F)c(F)c(F)c2F)c1)N1C[C@@H]2C[C@@H](C1)c1cccc(=O)n1C2,13%,i,-1%,3%,-3%,i,5%,-4%,i,3%,38%[activator]
C=CCn1c(Cc2ccc(OC)cc2)nnc1SCc1nc2ccccc2c(=O)[nH]1,-5%,?,0%,-4%,-13%,i,4%,0%,i,-5%,14%
NC(=O)c1ccccc1NS(=O)(=O)Cc1ccc(Cl)cc1,20µM*,?,0%,-2%,-2%,i,-4%,4%,i,6%,3%
CCn1c(SCC(=O)NCc2ccco2)nc2c1c(=O)n(C)c(=O)n2C,1%,i,1%,2%,12%,i,-1%,2%,i,-2%,-4%
O=C(Cn1ccc2ccccc2c1=O)NCCC(=O)N1CCN(C(=O)c2ccco2)CC1,10%,i,1%,2%,9%,i,2%,1%,?,-1%,-7%
CCOc1cc(C2C(C(=O)c3ccc(C)o3)=C(O)C(=O)N2CCc2ccccc2)ccc1O (configuration not stated),-11%,i,0%,8%,-4%,i,3%,-2%,i,11%,196%[activator]
CC1(C)CC(=O)c2cc(C(=O)NCc3ccco3)c(=O)n(-c3ccccc3)c2C1,2%,i,0%,-1%,1%,i,7%,-5%,?,2%,12%
O=C(CSc1nc2cc(Cl)ccc2o1)N1CCOCC1,7%,?,1%,-2%,-6%,i,1%,0%,i,10%,-6%
CCOC(=O)c1ccc(NC(=O)CSc2nnc(-c3cccs3)n2CC)cc1,?,i,-2%,2%,5%,i,15%,0%,i,163%,7%
CCOCCOC(=O)C1=C(C)N(C)C(=O)NC1c1cc(Cl)c(O)c(OC)c1 (configuration not stated),-8%,i,1%,1%,20%,i,9%,2%,i,0%,-6%
Cc1noc(C)c1CSCC(=O)OCC(=O)Nc1sccc1C#N,-10%,?,0%,-1%,-9%,i,2%,-4%,?,-12%,7%
O=C(CS(=O)(=O)c1ccccc1)c1ccc2c(c1)OCCO2,-16%,i,1%,13µM*,1%,i,-3%,-3%,i,10%,-10%
CCCCC1CC1C(=O)Nc1ncc2c(n1)CC(C)(C)CC2=O (configuration not stated),-3%,i,-4%,0%,-4%,i,?,-3%,i,-18%,9%
Cc1ccccc1OCC(O)Cn1c(SC(C)C)nc2c1c(=O)[nH]c(=O)n2C (configuration not stated),?,i,1%,-1%,-28%,i,15%,1%,i,10%,20%
CCn1cc(C(=O)NCC(=O)OC)c2cc(OC)c(OC)cc2c1=O,-10%,i,0%,2%,1%,i,2%,-8%,?,4%,-5%
COCCOC(=O)c1c(C)oc2ccc(O)c(CN3CCC(C)CC3)c12,2%,?,1%,-2%,-17%,i,?,-1%,?,17%,3%

# An excerpt, so the mix of outcomes need not match the whole.
